TRPML3 agonist – human mucolipin-3 channel agonism. Q8TDD5. HEK293 TRPML3-YFP, Fluo-8 calcium fluorescence; 100% = the carbachol control signal. activation, % at 3 µM. hit rate 0.29% among 220,000;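 active = activation above its plate's cutoff, the mean activation of the plate's test wells plus 3 SD, cut at about 12% in these data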;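 note: 0% = DMSO only wells and 100% = carbachol wells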
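Test system – HEK293 line with stable expression of human TRPML3-YFP channel · Control set – carbachol 87 µM final as high control (100%), DMSO as low control (0%) · Signal – Fluo-8 calcium dye fluorescence, ex 470-495, em 515-575 nm · Incubation – 1-h 37 °C dye load, 5-s basal, 120-s post-compound reads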
CHOP inhibitor – CHOP inhibition in unfolded protein response; hit rate 3.8% among 220,000; AID 2732; CHO-K1 CHOP-promoter luciferase, tunicamycin-induced, 15-18 h; inhibition, % at 10 µM;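 active = compounds that reduced the stress-induced luciferase reporter signal by more than about 70% of percent inhibition, limit read from the data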;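 note: 0% = tunicamycin plus vehicle and 100% = wells without tunicamycin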
NPY-Y1 PAM-ag – potentiates or activates human NPY-Y1 receptor. AID 1304. NPY-Y1 expressing cells, potentiator/agonist activation. activation, % at 3.6 µM. P25929. hit rate 0.37% among 220,000; in the data active = activation above about 33%, passing the limit was not always enough;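 note: cells stimulated with NPY at EC10 then isoproterenol at EC100; 0% = low agonist plus stimulus and 100% = saturating agonist plus stimulus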
Target sequence (P25929 whole entry, looked up): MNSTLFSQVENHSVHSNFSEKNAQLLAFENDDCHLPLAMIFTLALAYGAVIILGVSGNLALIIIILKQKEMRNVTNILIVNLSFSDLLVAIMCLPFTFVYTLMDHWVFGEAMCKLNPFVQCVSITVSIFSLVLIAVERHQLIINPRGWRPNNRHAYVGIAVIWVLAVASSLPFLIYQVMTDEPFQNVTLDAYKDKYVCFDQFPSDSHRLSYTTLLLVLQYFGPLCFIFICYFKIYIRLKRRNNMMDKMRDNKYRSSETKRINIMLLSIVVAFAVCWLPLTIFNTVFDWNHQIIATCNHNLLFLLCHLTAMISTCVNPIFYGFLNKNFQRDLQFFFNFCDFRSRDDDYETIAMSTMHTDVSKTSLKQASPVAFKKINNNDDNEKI
S1P4 antag – antagonists of human S1P4 receptor. O95977. S1P4-expressing cells, antagonist mode, reporter read-out. inhibition, % at 4.98 µM. hit rate 0.26% among 220,000. AID 1510; in the data active = inhibition above about 29%;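 note: 0% = wells stimulated with agonist and 100% = vehicle wells without agonist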
Target sequence (O95977 whole entry, looked up): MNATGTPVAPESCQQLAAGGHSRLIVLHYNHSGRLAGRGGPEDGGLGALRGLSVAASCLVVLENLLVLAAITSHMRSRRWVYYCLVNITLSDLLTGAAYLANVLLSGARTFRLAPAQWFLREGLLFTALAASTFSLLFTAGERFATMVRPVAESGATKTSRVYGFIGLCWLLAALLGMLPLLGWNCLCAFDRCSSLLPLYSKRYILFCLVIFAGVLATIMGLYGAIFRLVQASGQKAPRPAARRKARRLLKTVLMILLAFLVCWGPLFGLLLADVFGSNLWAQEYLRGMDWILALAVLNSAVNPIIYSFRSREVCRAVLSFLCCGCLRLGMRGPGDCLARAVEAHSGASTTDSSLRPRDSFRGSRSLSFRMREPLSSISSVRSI
EP2 mod – modulates human prostaglandin E2 receptor EP2 signaling; hit rate 0.83% among 260,000; induction, % at 25 µM; EP2-expressing cells, cAMP HTRF FRET, PGE2 co-stimulation; P43116;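 active = compounds whose cAMP rise, as percent of the full-agonist control response, exceeds 60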;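 note: rat C6 glioma line stably carrying human EP2 under a CMV promoter; the protocol text gives 20 µM as final concentration; 100% = response of wells given 1 µM PGE2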
TRPN1 ag – activates the zebrafish TRPN1 channel. hit rate 0.18% among 220,000. AID 1424. HEK293 zebrafish TRPN1-YFP, Fluo-8 calcium fluorescence; 100% = response to 87 µM carbachol. activation, % at 3 µM;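 active = activation above its plate's cutoff, the mean activation of test wells on that plate plus 3 SD, cut at about 19% in these data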;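 note: 0% = DMSO alone and 100% = 87 µM carbachol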
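Material – zebrafish TRPN1-YFP in HEK293 cells · Doses – 3 µM single point · Schedule – dye 1 h 37 °C plus 30 min RT · Signal – Fluo-8 calcium fluorescence, excitation 470-495 nm, emission 515-575 nm · Read-out – % activation versus carbachol response · Control set – carbachol high, DMSO low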
NPY Y1 blocker – blocks the human neuropeptide Y Y1 receptor. P25929. hit rate 1% among 200,000. HEK293-CNG Y1 cells, membrane potential fluorescence; NPY at EC95, then isoproterenol. inhibition, % at 3.6 µM;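 active = inhibition above the campaign mean inhibition of all tested compounds plus 3 SD, cut at about 20% in these data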;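 note: 0% = DMSO wells given NPY plus isoproterenol and 100% = isoproterenol alone without NPY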
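System: HEK293 cells with Y1 receptor plus CNG channel / Probe or stimulus: NPY 25 nM then isoproterenol 1 µM plus Ro 20-1724 25 µM / Compound: one concentration, 3.6 µM, in 0.4% DMSO / Schedule: compound incubation 1 h at room temperature, readout 45 min post-stimulation / Measured by: membrane potential fluorescence / Read-out: % inhibition of NPY effect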
S1P4 ag – activates the human S1P4 receptor; activation, % at 4.98 µM; S1P4-expressing cell line, agonist reporter assay; O95977; hit rate 0.35% among 220,000; in the data active = activation above about 11%;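 note: 0% = DMSO vehicle and 100% = reference agonist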
NPY-Y2 PAM-ag – potentiators or agonists of human neuropeptide Y receptor Y2. cells expressing NPY-Y2, potentiator/agonist read-out. P49146. hit rate 0.45% among 220,000. AID 1359. activation, % at 3.6 µM; in the data active = activation above about 27%;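 note: cells stimulated with NPY near EC25 plus isoproterenol at EC100; 0% = vehicle plus submaximal agonist and 100% = vehicle plus saturating agonist; some results beyond the cut were filed as inactive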
Active calls of the source: *; nt = not tested or not shown; & = joins results of further samples.

SMILES	TRPML3 agonist	CHOP inhibitor	NPY-Y1 PAM-ag	S1P4 antag	EP2 mod	TRPN1 ag	NPY Y1 blocker	S1P4 ag	NPY-Y2 PAM-ag
COc1cc(CNC(C)(C)CO)ccc1OCC(=O)Nc1ccc(Br)cc1	0.6	-28.8	2.0	-8.9	-31.4	1.1	-4.9	0.1	-8.2
CCOC(=O)c1ccccc1NCN1C(=O)CSC1=O	1.4	8.3	17.8	-7.4	9.1	2.4	5.3	-0.7	3.7
O=C(C1CCC1)N1CCc2cc(S(=O)(=O)NCC3COc4ccccc4O3)ccc21 (configuration not stated)	-0.2	11.9	-48.5	-3.3	-15.2	2.1	24.1*	-0.9	-23.7
O=C(CSCc1ccc([N+](=O)[O-])cc1)NC1CC1	-0.2	10.7	-10.8	-18.7	15.5	0.1	5.9	0.4	6.1
CC(C)(C)SCCNC(=O)c1cccc([N+](=O)[O-])c1	1.2	41.3	3.5	-7.6	-16.0	-1.2	-4.0	0.9	1.5
CC(C)NC(=O)CC(=O)NN=C1CCCCC1	1.5	7.5	-0.7	5.5	20.1	-0.2	2.4	-0.2	3.6
COc1ccc(CNc2nc(NCc3ccc(OC)cc3)n(C(=O)c3ccncc3)n2)cc1	-0.3	19.4	-25.4	4.7	26.2	-0.2	4.8	1.4	-6.0
CCCCn1c(CNC(=O)C23CC4CC(CC(C4)C2)C3)nnc1SC(C)CC (configuration not stated)	-0.9	17.9	-1.5	-10.3	20.9	-1.7	5.5	0.2	4.9
CC1(c2ccc(OC(F)F)cc2)NC(=O)N(/N=C/c2c(O)ccc3ccccc23)C1=O (configuration not stated)	0.3	100.7*	-6.1	-0.4	-63.6	0.0	-2.1	-0.1	10.2
CSc1ccccc1C(=O)NCCCOC(C)C	0.6	2.5	7.8	-13.5	33.4	0.8	-5.1	-2.1	6.2
O=C(N1CCN(Cc2ccccc2)CC1)C(Cl)(Cl)Cl	0.2	7.8	-0.2	-6.2	2.5	-1.0	3.7	-0.3	3.0
COc1ccc(CNCC(=O)Nc2ccccc2-n2cccc2)cc1	-0.2	9.5	-2.9	-9.6	40.9	-1.9	12.2	0.8	-0.1
Cc1ccc(S(=O)(=O)c2c(N)n(CCC(C)C)c3nc4ccccc4nc23)cc1	0.3	39.9	28.7	1.1	3.0	-0.6	-6.8	0.2	14.4
Cc1cccc(N(C)C(=O)C2CCCN2S(=O)(=O)c2cccc3nsnc23)c1 (configuration not stated)	-0.1	2.7	4.0	-0.8	10.7	0.0	nt	0.0	5.5
CCOC(=O)c1ccc(NC(=O)Cn2nnc(-c3ccc(C)cc3)n2)cc1	0.4	26.5	-13.8	4.6	12.4	2.0	1.8	0.3	21.6
CCOC(=O)c1nn(-c2ccccc2)c(C)c1C(C)=O	0.7	11.6	4.8	-7.6	1.9	0.4	3.7	1.2	2.6
O=C(Cc1cccs1)N/N=C/C=C/c1ccccc1	0.1	-5.3	3.8	-5.3	-2.4	0.2	2.0	-0.5	-8.7
NS(=O)(=O)c1ccc(NC(=O)CCc2ccccc2)cc1	0.0	-7.3	-22.5	-22.3	-6.9	0.9	-4.6	1.4	-23.0
S=C1NC[C@H](c2ccccc2)N1CC1CCCCC1	-0.6	2.4	13.3	-13.3	44.0	-2.9	-0.8	1.5	26.6
Cn1c(=O)c2c(nc(SCCN3CCOCC3)n2Cc2cccc3ccccc23)n(C)c1=O	-1.0	61.5	10.3	-4.5	-8.1	0.8	5.1	-2.2	-15.9
CN(C)c1cc(NC(=O)CN2CCOCC2)c2ccccc2n1	1.1	-3.3	1.0	6.0	-0.7	1.9	-2.6	-1.0	-0.8
Fc1ccccc1CNc1ccc(Cl)c(Cl)c1	0.2	34.8	-1.0	-9.1	-7.1	-0.4	3.8	-0.8	-9.1
c1ccc(Cc2nnc(-c3ccccc3)o2)cc1	0.0	0.7	-31.9	-10.9	-0.9	-1.3	10.4	4.5	-12.4
CCCC1=[N+](CC(C)=O)CCn2c(C)ccc21	0.7	-12.9	-7.7	-5.5	7.8	1.4	6.4	0.7	-9.9
Cc1ccc(CNC(=O)COC(=O)CSc2ccc(Br)cc2C)cc1	-0.6	35.4	-19.4	-23.7	20.7	-1.2	7.2	1.3	-5.7
Cc1ccccc1C(=O)NNC(=S)Nc1cccc(C(F)(F)F)c1	1.1	26.2	-8.6	-0.3	-8.8	1.4	3.9	3.1	-2.7
c1cc2c(cc1C1CCCCC1)c1c3n2CCCNC3CCC1 (configuration not stated)	0.7	nt	-0.3	2.5	-39.0	4.9	12.4	0.9	-9.9
NC(=O)COC(=O)c1ccc(Cl)c(S(=O)(=O)N(Cc2ccccc2)c2ccc(Cl)cc2)c1	0.0	84.5*	13.9	-11.4	21.5	-0.6	2.9	1.4	-2.9
Cc1cc(CNC(=S)Nc2cccc(Cl)c2Cl)nn1C	1.1	30.7	9.9	-22.7	-7.7	-0.6	-0.7	0.8	-2.5
Cc1cc(C)c(C(N)=O)c(NC(=O)Nc2ccccc2)n1	0.6	-18.6	-6.1	-30.8	-8.4	-0.4	-0.5	2.1	-2.1
COc1ccc(C(CC(=O)Nc2cc(OC)cc(OC)c2)n2cccc2)cc1 (configuration not stated)	0.3	-2.3	-4.2	-17.8	-17.2	-0.9	0.8	2.1	0.3
CN(C(=O)COc1ccccc1)C1CCS(=O)(=O)C1 (configuration not stated)	-0.2	20.3	11.3	0.6	-2.7&15.4	-1.6	-0.8	0.0	9.4
O=C(CSc1nccc(=O)[nH]1)Nc1ccc(Br)c(Cl)c1	0.2	42.6	1.2	-7.6	23.1	-0.6	8.1	-1.7	-3.9
CC(C)C(=O)Nc1cccc(NC(=O)c2cccc(F)c2)c1	0.4	4.0	2.3	4.9	-14.2	-1.2	-4.8	-1.1	10.6
CCOC(=O)c1c(NC(=O)CC2SC(N)=NC2=O)sc2c1CCCC2 (configuration not stated)	0.0	21.1	38.5	-11.9	4.3	-1.2	-18.9	0.6	11.2
COc1cccc(C(=O)N2CCN(Cc3ccco3)CC2)c1OC	0.0	0.1	17.9	-3.9	-0.2&-20.1	-0.7	5.3	2.2	11.7
COc1ccccc1NC(=S)NC(=O)/C=C/c1ccco1	-0.9	-1.0	-12.9	10.7	-44.3	0.6	2.5	-0.5	-7.5
CCOC(=O)c1[nH]c2ccccc2c1N=CN(C)C	0.8	nt	-28.7	-14.1	nt	-0.1	-2.5	0.6	-24.6
CCc1cc[n+](CC(=O)Nc2ccc(Cl)cc2Cl)cc1	0.3	5.8	18.4	3.8	28.9	-0.9	1.2	1.1	2.4
CNC(=O)COC(=O)COc1ccc2c(C)cc(=O)oc2c1	1.0	8.6	2.9	0.8	-7.5	2.1	0.6	0.9	5.1
COc1ccc(S(=O)(=O)Cc2ccc(C(=O)NCCc3ccc(S(N)(=O)=O)cc3)o2)cc1	0.5	4.2	5.6	-19.7	3.8	1.8	1.2	-0.7	16.8
CC1CC1C(=O)Nc1cc(S(=O)(=O)N2CCOCC2)ccc1N1CCCC1 (configuration not stated)	0.4	40.1	3.6	4.0	21.6	3.6	1.4	-0.9	-0.7
COc1ccccc1N1CCN(CCC(=O)Nc2ccc3c(c2)OCO3)CC1	-0.1	28.9	8.7	1.0	-19.4	1.1	8.2	2.2	-15.9
CC(=O)NC(=O)COC(=O)/C=C/c1c(C)nn(Cc2c(Cl)cccc2Cl)c1Cl	1.3	36.5	-4.6	5.9	29.6	1.9	-4.3	0.2	-13.2
CCOc1ccc(/C=N/Nc2ccccn2)cc1	0.9	20.8	-6.8	-1.9	-4.3	-0.4	1.6	-0.3	9.5
COc1ccc(CCn2c(-c3ccco3)nc3ccccc3c2=O)cc1OC	0.4	41.9	-6.5	7.5	17.4	1.6	18.9	-0.9	4.5
O=C(CCCN1C(=O)/C(=C/c2cccs2)SC1=S)Nc1ccccn1	0.5	32.2	-7.5	2.5	-73.0	1.0	8.1	-0.2	-8.6
O=S(=O)(c1ccc(Br)s1)N1CCN(c2ccccn2)CC1	0.9	-4.0	-12.0	-1.5	-8.0	-0.8	0.1	1.3	9.7
CCN(CC)/C(=N/O)NC(=O)NS(=O)(=O)c1ccc(C)cc1	0.1	-11.4	19.9	-30.6	29.4	-0.9	-1.6	-0.1	-3.0
CCCOc1ccc(S(=O)(=O)n2cc(Br)c(=O)[nH]c2=O)cc1	0.3	17.4	-14.6	13.2	26.9	0.8	14.0	-0.8	-9.5
The list goes on:
SMILES	TRPML3 agonist	CHOP inhibitor	NPY-Y1 PAM-ag	S1P4 antag	EP2 mod	TRPN1 ag	NPY Y1 blocker	S1P4 ag	NPY-Y2 PAM-ag
Cc1ccc(C)c(-c2cc(C(=O)Nc3cccc(C(=O)O)c3)c3ccccc3n2)c1	0.4	4.7	1.7	4.0	15.3	-1.5	-1.6	-1.7	-1.1
Cc1ccc(NC(=O)CC2SC(=O)N(c3ccccc3)C2=O)cc1 (configuration not stated)	1.1	27.5	-7.4	-2.0	-12.8	0.6	1.0	1.3	-10.5
COc1ccc(CC(=O)N2CC(C)CC(C)C2)cc1 (configuration not stated)	0.5	1.9	-0.9	-11.1	-7.7	-0.8	1.1	0.8	9.0
CN(C)/C=N/c1nc2nccc(-c3ccc(F)cc3)n2n1	-0.5	26.5	8.9	-10.1	14.6	-0.5	4.2	1.0	3.6
CCOC(=O)c1sc(NC(C)=O)nc1-c1ccccc1	-0.2	10.7	32.8	4.5	15.6	0.0	-1.0	-0.9	-9.5
CCOc1ccc(C(=O)NCCCn2ccnc2)cc1	0.3	-14.6	-20.5	7.2	11.5	-1.0	3.9	-2.0	8.7
O=C1CCCCc2sc(Br)c([N+](=O)[O-])c2N1	-0.3	104.7*	20.0	79.8*	-31.7	-2.0	nt	-3.2	9.1
Cc1cc(C)c(C(=O)CSc2nnc(N)s2)cc1C	0.6	-0.8	-0.3	-3.8	58.8	-1.2	nt	-1.6	7.8
Cc1ccc(C(c2nnnn2C(C)(C)C)N2CCN(C3CCCC3)CC2)cc1 (configuration not stated)	0.4	21.7	-17.2	-7.2	20.5	0.3	3.7	-0.1	-22.6
CCOc1ccc(NCc2nnc(SCc3ccc(Cl)cc3)n2-c2ccccc2)cc1	-0.1	58.5	-10.4	-4.9	36.1	-0.8	-0.2	-0.3	-19.2

No new results follow: entries from further up.
SMILES	TRPML3 agonist	CHOP inhibitor	NPY-Y1 PAM-ag	S1P4 antag	EP2 mod	TRPN1 ag	NPY Y1 blocker	S1P4 ag	NPY-Y2 PAM-ag
COc1cc(CNC(C)(C)CO)ccc1OCC(=O)Nc1ccc(Br)cc1	0.6	-28.8	2.0	-8.9	-31.4	1.1	-4.9	0.1	-8.2
CCOC(=O)c1ccccc1NCN1C(=O)CSC1=O	1.4	8.3	17.8	-7.4	9.1	2.4	5.3	-0.7	3.7
O=C(C1CCC1)N1CCc2cc(S(=O)(=O)NCC3COc4ccccc4O3)ccc21 (configuration not stated)	-0.2	11.9	-48.5	-3.3	-15.2	2.1	24.1*	-0.9	-23.7
